From PubChem BioAssay
M4 ag: human M4 muscarinic receptor agonists, primary screen, CHO-K1 cells, Fluo-8 calcium fluorescence | Muscarinic acetylcholine receptor M4 (Homo sapiens), P08173 | CHO-K1 hM4/Gqi5; vehicle 0%, full acetylcholine response 100% | activation, % at 3 µM | actives 0.14% (n = 360,000) | AID 624127, 2012;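 active = activation above the run mean over all test wells plus 3 SD, cut at about 32% in these data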;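 also: peak over basal fluorescence ratio per well then scaled between controls; 0% = DMSO wells and 100% = acetylcholine at EC100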
CHO-K1 Ca antag: counter-screen for M1 antagonists: effect in parental CHO-K1 cells; ATP-induced calcium, Fluo-8 fluorescence; inhibition, % at 3 µM; actives 0.6% (n = 360,000);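 active = inhibition above a per-plate cutoff, the plate's mean sample inhibition plus 3 SD, cut at about 24% in these data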;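 also: 0% = DMSO plus EC80 ATP and 100% = DMSO alone without ATP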
M4 antag: human M4 muscarinic receptor antagonists, primary screen, CHO cells, Fluo-8 calcium fluorescence. Muscarinic acetylcholine receptor M4 (Homo sapiens), P08173. CHO-hM4 cells, ACh EC80. inhibition, % at 3 µM. actives 0.73% (n = 360,000). AID 624125, 2012;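 active = inhibition above its plate's cutoff, the mean inhibition of sample wells plus 3 SD, cut at about 27% in these data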;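 also: 0% = acetylcholine EC80 with DMSO and 100% = DMSO without agonist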
CHO parental Ca: ATP-evoked calcium signal inhibitors, parental CHO, primary screen, counter-screen for OX1R antagonist project, cell-based, fluorescence, Fluo-8 calcium dye; inhibition, % at 5.6 µM; parental CHO-K1, ATP-induced calcium, Fluo-8 fluorescence; AID 463079, 2010; actives 0.63% (n = 330,000);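 active = inhibition above that plate's mean sample inhibition plus 3 SD, cut at about 26% in these data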;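 also: 0% = ATP-challenged DMSO wells and 100% = DMSO wells without ATP; some compounds past the cut are filed as inactive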
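Test system: untransfected parental CHO cell line; also added: ATP stimulus; dosing: 5.6 µM, single dose; signal: calcium-sensitive Fluo-8 fluorescence; measure: percent inhibition of ATP-evoked calcium rise, normalized to controls; benchmarks: low control ATP plus DMSO, high control DMSO only; replication: one well per compound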
OXTR potentiator: human OXTR potentiators, primary screen, fluorescence, CHO-OTR cells, Fluo-8 calcium; actives 0.061% (n = 320,000); activation, % at 3 µM; Fluo-8 calcium fluorescence, potentiator mode; 0% = oxytocin EC15, 100% = EC100; AID 2445, 2010;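 active = activation above that plate's cutoff, the mean activation of tested compounds plus 3 SD, cut at about 6.6% in these data, passing the limit was not always enough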;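 also: 100% uses oxytocin at 75 nM as the full agonist control; some results filed as inactive read as strong as hits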
Target sequence (P30559 whole entry, looked up): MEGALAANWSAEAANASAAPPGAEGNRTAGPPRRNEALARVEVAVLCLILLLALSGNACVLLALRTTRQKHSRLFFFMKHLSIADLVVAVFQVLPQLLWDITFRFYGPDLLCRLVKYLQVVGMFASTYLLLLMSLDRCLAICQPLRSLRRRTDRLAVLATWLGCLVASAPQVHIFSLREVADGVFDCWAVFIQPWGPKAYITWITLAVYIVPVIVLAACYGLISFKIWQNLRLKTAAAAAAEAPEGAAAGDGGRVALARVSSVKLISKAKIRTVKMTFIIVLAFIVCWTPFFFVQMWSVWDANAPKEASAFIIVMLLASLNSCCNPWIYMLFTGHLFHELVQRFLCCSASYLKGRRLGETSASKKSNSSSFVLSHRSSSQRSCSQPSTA
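System: human OTR in CHO cells; Also added: sub-maximal oxytocin, roughly EC15; Timing: compound 6 min at room temperature before oxytocin, 100 s read; Technique: Fluo-8 intracellular calcium fluorescence, ex 470-495, em 515-575 nm; Controls: oxytocin EC15 low and EC100 high; Replication: singlicate.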
CHO-K1 Ca ag: counter-screen for M1 agonists: effect in parental CHO-K1 cells | Fluo-8 calcium fluorescence; scaled to maximal ATP response, vehicle zero | activation, % at 3 µM | actives 0.48% (n = 360,000) | AID 602248, 2012; in the data active = activation above about 15%;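 also: untransfected CHO-K1 host cells lacking M1 receptor as counterscreen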
M1 antag: human M1 muscarinic receptor antagonists, primary screen, CHO-K1 cells, Fluo-8 calcium fluorescence, 1536-well. actives 1.3% (n = 360,000). Muscarinic acetylcholine receptor M1 (Homo sapiens), P11229. CHO-K1 hM1, ACh EC80 antagonist. inhibition, % at 3 µM. AID 588852, 2011;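 active = percent inhibition above its own plate's cutoff, namely the mean of that plate's compound wells plus 3 SD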;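 also: peak over basal fluorescence ratio during 140 s after agonist addition; 0% = ACh EC80 plus DMSO and 100% = DMSO alone without agonist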
Target sequence (P11229 whole entry, looked up): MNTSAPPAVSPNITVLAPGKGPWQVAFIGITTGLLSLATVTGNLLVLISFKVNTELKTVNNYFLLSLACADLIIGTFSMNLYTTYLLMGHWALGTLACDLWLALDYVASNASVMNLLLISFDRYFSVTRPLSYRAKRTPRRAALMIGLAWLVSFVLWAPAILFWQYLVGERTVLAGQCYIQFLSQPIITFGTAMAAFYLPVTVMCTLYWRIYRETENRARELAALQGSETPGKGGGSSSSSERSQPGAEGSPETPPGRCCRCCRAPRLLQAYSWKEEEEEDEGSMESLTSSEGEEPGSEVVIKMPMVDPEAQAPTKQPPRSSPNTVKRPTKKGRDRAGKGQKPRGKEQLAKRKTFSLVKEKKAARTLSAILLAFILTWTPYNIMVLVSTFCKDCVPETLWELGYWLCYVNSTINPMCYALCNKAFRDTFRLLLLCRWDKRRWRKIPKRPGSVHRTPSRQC
CHRM1 PAM: human M1 muscarinic receptor positive allosteric modulators, primary screen, CHO-K1 cells, Fluo-8 calcium fluorescence, 1536-well. CHO-K1 hM1, ACh EC20; 0% = ACh EC20, 100% = maximal ACh. activation, % at 3 µM. actives 0.088% (n = 360,000). AID 588819, 2011; in the data active = activation above about 19%, passing the limit was not always enough
CHRM1 agonist: human M1 muscarinic receptor agonists, primary screen, Fluo-8 calcium fluorescence, CHO-K1 cells, HTS. Muscarinic acetylcholine receptor M1 (Homo sapiens), P11229. CHO-K1 hM1, agonist mode; 0% DMSO, 100% acetylcholine EC100. activation, % at 3 µM. actives 0.33% (n = 360,000). AID 588814, 2011;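 active = activation above the run's mean compound activation plus 3 SD, cut at about 16% in these data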;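 also: peak over basal fluorescence ratio within a 140 s kinetic read after compound addition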
The depositor's hits bear a star; nt = no result given. This is a random part of the collection; overall some 2.9% were active at least once.

SMILES	M4 ag	CHO-K1 Ca antag	M4 antag	CHO parental Ca	OXTR potentiator	CHO-K1 Ca ag	M1 antag	CHRM1 PAM	CHRM1 agonist
CN(C(=O)c1nn(C)c2c1CS(=O)(=O)c1ccccc1-2)c1cccc(Cl)c1	4	-15	-12	-7	-7	2.3	-13	6	-1
COCc1ccc(C(=O)N2CCCC(Nc3ccc(C(C)C)cc3)C2)o1 (stereo not drawn)	4	-11	-1	-12	0	4.0	-4	5	-2
CCOc1ccc(S(=O)(=O)/N=C(/Nc2ccc(C(C)=O)cc2)c2ccccc2)cc1	5	-13	-7	-12	-5	0.1	0	-4	-5
CCOc1cc(S(=O)(=O)N2CCC(C(N)=O)CC2)ccc1F	2	-3	15	-6	-5	0.6	-15	2	-3
CCN(CC)c1ccc(C2C(C(=O)OC(C)C)C(=O)CC(C)(O)C2C(=O)OC(C)C)cc1 (stereo not drawn)	10	7	3	-12	-3	3.2	30*	-9	-1
COc1ccc(/C=C/C(=O)NCC2COc3ccccc3O2)cc1OC (stereo not drawn)	3	6	0	-13	-11	0.8	-4	9	-7
O=c1nc(Nc2cccc(Cl)c2)oc2cc(Cl)oc(=O)c12	0	3	-5	-9	-11	-0.6	-5	11	-2
COc1cccc(N2CCN(C(=O)CN(c3cc(C)cc(C)c3)S(=O)(=O)c3c(C)noc3C)CC2)c1	3	-13	-3	-22	-8	1.2	-13	6	-4
COc1cc(NS(=O)(=O)c2ccc(NC(=S)NC(=O)/C=C/c3ccc(F)cc3)cc2)ncn1	0	-14	-1	-4	-18	0.3	-4	9	-1
CCCCN(C)CCNC(=O)c1ccc(Cn2c(=S)[nH]c3ccc(Br)cc3c2=O)cc1	3	-10	-14	-7	-5	0.1	2	-11	-7
COC(=O)c1ccc(NC(=S)Nc2ccccc2)cc1	1	-25	-4	-11	0	0.8	-6	7	-1
OC(c1ccccc1)C(O)C(c1ccccc1)N1CCCCC1 (stereo not drawn)	2	2	1	nt	nt	9.1	3	0	-2
CCCCSc1nc(SCC(=O)NCc2ccco2)c2c3c(sc2n1)COC(C)(CC)C3 (stereo not drawn)	-1	-3	14	-7	-5	-0.5	1	-1	-5
Cc1cc(Cl)c(O)c(-n2nc3ccccc3n2)c1	0	0	8	-7	0	1.6	-7	5	-4
COc1ccc(S(=O)(=O)N2CCCCCC2)cc1C(=O)N(C)CC(=O)Nc1ccc(F)cc1	7	-4	-13	-11	-7	2.7	3	12	1
O=C(O/N=C(\c1ccccc1)c1ccccn1)c1ccc(Cl)c(Cl)c1	0	-14	-1	16	-23	0.8	-13	10	1
Cc1c(C(=O)N(C)CCCCN2CCOCC2)oc2c(F)cccc12	1	-4	-3	-22	-11	0.4	-11	9	-4
O=C(c1[nH]c(C(F)(F)F)nc1-c1ccccc1)N1CCN(c2ccncc2)CC1	1	-18	-7	nt	nt	1.5	-33	8	-4
COC(=O)C1(C)NC(c2ccc(Cl)cc2)C2C(=O)N(c3ccccc3)C(=O)C21 (stereo not drawn)	0	-4	-4	-12	3	0.3	-8	2	-3
O=C(/C(=C(\[O-])c1ccccc1)[n+]1ccc2ccccc2c1)c1ccc(Cl)cc1	13	-3	-5	-6	-1	4.4	-1	1	-5
C/C=C/c1ccc(OCCCCNCc2ccco2)c(OC)c1	3	-11	-3	-10	-10	2.1	-2	5	-8
CC(C)NC(=O)c1onc(CSc2ccc(F)c(F)c2)c1C(=O)O	-2	-5	7	2	3	-0.1	3	-3	-4
Cc1cccc(C)c1NC(=S)N(Cc1cccnc1)Cc1ccccc1Cl	2	0	3	-20	-22	20*	6	2	-7
CCOC(=O)c1cc[n+](CC(=O)c2ccc(F)cc2)cc1	1	-7	-4	-13	-10	0.7	-6	7	-1
CN(CC(=O)Nc1ccc(F)cc1)C(=O)C1CCN(C(=O)Nc2ccccc2)CC1	1	-4	-2	-14	-5	0.3	3	-4	-1
C=CCOC(=O)C1=C(C)Nc2[nH]c(=O)[nH]c(=O)c2C1c1ccccc1 (stereo not drawn)	0	-10	8	-9	1	-0.4	-4	8	-7
Cc1ccc(/C=N/Nc2nnc(Cl)c3ccccc23)cc1	1	-4	-3	-23	-8	0.6	-2	-1	-5
CC(NC(=O)C(Cc1ccccc1)=NO)c1ccccc1 (stereo not drawn)	-1	-11	-1	nt	nt	-0.8	-5	-2	-9
O=C(Nc1cccc(-c2ccc3nncn3n2)c1)c1ccco1	2	6	7	-5	0	0.0	-13	9	-2
CCOC(=O)c1c(C)[nH]c(C)c1C(=O)CSc1nc2ccccc2c(=O)n1-c1ccc(C)cc1	0	-8	-3	-15	-2	0.3	-13	13	-4
O=C(NCCc1ccc(F)cc1)C(=O)Nc1cc2c3c(c1)CC(=O)N3CCC2	13	-9	-8	-15	-4	1.0	-10	7	-1
CCOc1ccc(C(NC(=O)CC)c2c(O)ccc3ccccc23)cc1 (stereo not drawn)	3	14	3	-32	-13	0.8	-19	16	-2
O=C(COc1ccc([N+](=O)[O-])cc1)N(Cc1ccccc1)Cc1ccccc1	4	-12	-13	-8	-6	1.6	-4	-1	-4
O=C1C=C(c2ccc(C(=O)O)c(Cl)c2)C[C@@H](c2ccc3c(c2)OCO3)C1	0	-7	-13	-8	4	0.3	1	4	-4
CCCc1c(-c2ccccc2F)ncn1CCc1ccccc1OC	11	-3	-3	nt	nt	6.3	nt	nt	nt
O=S(=O)(O)CCN1CCOCC1	0	1	4	6	-9	-0.1	-18	2	-1
COC(=O)Cn1c(CN2CCN(c3ccccc3F)CC2)nc2c1c(=O)n(C)c(=O)n2C	1	-4	2	nt	nt	-0.2	4	-2	-1
CCOc1ccccc1Oc1coc2cc(O)ccc2c1=O	0	-6	-3	6	-10	0.4	0	2	-3
CN(CC(=O)Nc1ccc(F)cc1)C(=O)COC(=O)Cc1c(F)cccc1Cl	2	-1	-9	-17	4	1.2	-1	3	0
CN(N=Nc1ccc([N+](=O)[O-])cc1)c1ccccc1	-2	3	3	-5	3	-0.1	1	-5	-9

Four entries picked at random from those above:
SMILES	M4 ag	CHO-K1 Ca antag	M4 antag	CHO parental Ca	OXTR potentiator	CHO-K1 Ca ag	M1 antag	CHRM1 PAM	CHRM1 agonist
CN(CC(=O)Nc1ccc(F)cc1)C(=O)C1CCN(C(=O)Nc2ccccc2)CC1	1	-4	-2	-14	-5	0.3	3	-4	-1
C/C=C/c1ccc(OCCCCNCc2ccco2)c(OC)c1	3	-11	-3	-10	-10	2.1	-2	5	-8
Cc1ccc(/C=N/Nc2nnc(Cl)c3ccccc23)cc1	1	-4	-3	-23	-8	0.6	-2	-1	-5
O=C(COc1ccc([N+](=O)[O-])cc1)N(Cc1ccccc1)Cc1ccccc1	4	-12	-13	-8	-6	1.6	-4	-1	-4

(list continues)
SMILES	M4 ag	CHO-K1 Ca antag	M4 antag	CHO parental Ca	OXTR potentiator	CHO-K1 Ca ag	M1 antag	CHRM1 PAM	CHRM1 agonist
CCOC(=O)[C@H]1[C@H]2COc3ccc(OC)cc3[C@@H]2N2C(=O)c3cc(OC)c(OC)cc3NC(=O)[C@@]12C	0	5	-7	-1	-9	0.1	4	4	-4
Cc1cccn2c(=O)c3cc(C(=O)N4CCN(C(=O)c5ccco5)CC4)n(C)c3nc12	2	6	2	-12	-17	0.7	-1	4	-3
CN(CCOc1ccccc1)C(=O)c1ccc(F)c(S(=O)(=O)N2CCOCC2)c1	4	-1	-8	-11	-1	3.2	0	1	-2
CC(C)(C)OC(=O)N1Cc2ccccc2C[C@H]1C(=O)NC1CCCC1	1	-11	-10	nt	nt	0.1	-14	18	-3
CC(C)NC(=O)Nc1cccc2c1O[C@H](CN(C)S(=O)(=O)c1ccc(F)cc1)[C@@H](C)CN([C@H](C)CO)C2=O	1	-15	-4	-11	3	0.6	-11	4	-5
CC1(C)CC(=O)C2=C(C1)NC1=C(C(=O)c3ccccc31)C2c1ccc(Cl)cc1 (stereo not drawn)	1	-2	9	-7	-11	-0.3	0	4	-5
CCc1ccc(NC(=O)C(=O)NCC(O)c2ccccc2)cc1 (stereo not drawn)	2	-9	-2	11	-11	2.4	-7	13	-7
CCN(CC(=O)Nc1c(C(=O)OC)[nH]c2ccc(C)cc12)c1ccc2c(c1)OCO2	11	0	13	-29	-12	4.3	16	-3	-3
COC(=O)NC(=S)N1CCOCC1	2	3	13	-4	1	0.2	1	-1	-3
S=c1[nH]ccn1-c1ccc(Cl)cc1	0	-6	11	-8	-1	0.8	-10	6	-5
CC(=O)N1N=C(c2cccc([N+](=O)[O-])c2)OC1c1cccc(Br)c1 (stereo not drawn)	1	-7	1	-1	-4	0.5	-6	7	-8
COc1ccc2[nH]c3c(c2c1)CCN1C(=O)C(CC(=O)NCC24CC5CC(CC(C5)C2)C4)C[C@H](C(=O)N2CCCCC2)[C@@]31C (stereo partly drawn)	0	-12	-4	-37	nt	0.2	-3	1	-4
O=C(Nc1nncs1)c1c(F)c(F)c(F)c(F)c1F	0	-10	2	-10	-6	0.6	4	-1	-2
O=C(Nc1ccccc1F)c1ccc(-c2cccc([N+](=O)[O-])c2)o1	2	6	-11	-11	-3	-0.3	1	5	-3
Nc1nc(-c2ccccc2)cc(N2CCCCC2)n1	1	-2	-2	-18	-5	0.9	3	-10	-7

Reformatted in CSV form: part of the list above.
Molecule,M4 ag,CHO-K1 Ca antag,M4 antag,CHO parental Ca,OXTR potentiator,CHO-K1 Ca ag,M1 antag,CHRM1 PAM,CHRM1 agonist
COC(=O)Cn1c(CN2CCN(c3ccccc3F)CC2)nc2c1c(=O)n(C)c(=O)n2C,1,-4,2,nt,nt,-0.2,4,-2,-1
Nc1nc(-c2ccccc2)cc(N2CCCCC2)n1,1,-2,-2,-18,-5,0.9,3,-10,-7
COC(=O)c1ccc(NC(=S)Nc2ccccc2)cc1,1,-25,-4,-11,0,0.8,-6,7,-1
O=C(Nc1ccccc1F)c1ccc(-c2cccc([N+](=O)[O-])c2)o1,2,6,-11,-11,-3,-0.3,1,5,-3
CCOC(=O)[C@H]1[C@H]2COc3ccc(OC)cc3[C@@H]2N2C(=O)c3cc(OC)c(OC)cc3NC(=O)[C@@]12C,0,5,-7,-1,-9,0.1,4,4,-4
